# GAA inh = inhibitors of human lysosomal alpha-glucosidase. P10253. purified human GAA, 4-MU-alpha-glucoside fluorescence. Potency, µM (top dose mostly 76.9 µM), inactives show top-dose activity change, negative = inhibition, hits mostly inhibitors. hit rate 0.005% among 200,000. AID 1466;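 further: plate controls were uninhibited enzyme wells for no effect and no-enzyme background for full effect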
#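 Human alpha-glucosidase, 4 nM, pre-mixed with test compounds before 400 uM 4-methylumbelliferyl substrate; 20 min room temperature at pH 5.0. Fluorescence read after pH 10 stop; AC50 values from Hill-equation fits.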
# HTT ATP protect = cytoprotection in Huntington HTT-Q103 PC12 cell model. AID 1471. hit rate 0.14% among 230,000. PC12 HTT-Q103 induced, cytoprotection, ATP luminescence, 40 h. Potency, µM (series often up to 56.4 µM), inactives show cytoprotection (ATP increase), most hits filed as activators;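 further: % of control where 0% means no effect; nearly all actives have a fitted effect of over 45% in size; toxic huntingtin expression switched on by the ecdysone agonist tebufenozide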
#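 ATP quantification (ATPlite) reports survival of PC12 cells in which tebufenozide, 100 nM final, switches on Htt exon 1 with 103 glutamines linked to GFP; compounds are titrated.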
# RGS12 GoLoco inh = inhibitors of human Gai1-RGS12 GoLoco interaction (red fluorophore); Potency, µM (highest dose often 61.6 µM), without a hit: at the top dose activity, negative = inhibition, actives largely listed as inhibitors; Gai1:RGS12 GoLoco peptide FP, rhodamine, 10 min; P63096; hit rate 0.44% among 230,000; AID 880; active means well fitted inhibition curve with a large enough effect, not every such curve was filed as active; inactive means no such curve, though single readings can be large or run the other way; further: on the % scale 0 is the no-effect control and ±100 the full control effect; nearly all actives have a fitted effect of over 30% in size; many of its hits are not listed in these tables
# Target sequence (P63096 whole entry, looked up): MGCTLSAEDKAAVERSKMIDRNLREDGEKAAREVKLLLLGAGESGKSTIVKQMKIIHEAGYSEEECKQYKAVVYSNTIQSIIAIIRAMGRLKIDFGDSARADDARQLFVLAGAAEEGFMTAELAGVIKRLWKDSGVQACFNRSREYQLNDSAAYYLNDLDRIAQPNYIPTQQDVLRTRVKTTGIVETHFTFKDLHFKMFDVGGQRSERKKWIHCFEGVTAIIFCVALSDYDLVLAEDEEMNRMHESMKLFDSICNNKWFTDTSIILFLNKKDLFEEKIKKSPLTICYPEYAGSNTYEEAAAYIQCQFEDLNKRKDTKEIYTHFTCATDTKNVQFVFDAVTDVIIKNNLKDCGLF
# GAA glycogen mod = alters human alpha-glucosidase cleavage of glycogen; P10253; recombinant GAA, glycogen substrate, Amplex Red glucose oxidase fluorescence; Potency, µM (highest dose often 76.4 µM), without a hit: top-dose activity change, negative = inhibition, most hits filed as inhibitors; hit rate 0.38% among 300,000; AID 2100;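 further: 0% = full enzyme reaction and -100% = no-enzyme basal signal; the screen sought inhibitors and activators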
#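 Recombinant enzyme (4 nM final) with compounds titrated up to 77 uM and bovine liver glycogen (30 ug) in citrate pH 5.0, 0.01% Tween-20, 37 C 40 min. Released glucose detected by Amplex Red/glucose oxidase (Ex 573/Em 610); AC50 from Hill fits.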
# HTT aggregate = reduces HttQ103-GFP aggregates in PC12 cells. PC12 HttQ103-GFP aggregates, Acumen cytometry, 40 h. Potency, µM (titrated, usually from 46.1 µM), without a hit: top-dose activity change, negative = inhibition, usual class: inhibitors. hit rate 1.1% among 220,000. AID 1688; further: on the % scale 0 is the no-effect control and ±100 the full control effect; nearly all actives have a fitted effect of over 60% in size
#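 Inducible Q103 Huntingtin exon 1–GFP PC12 line, 1500 cells/well in phenol red free DMEM with 5% equine and 5% calf serum. Tebufenozide 100 nM induced expression; compounds titrated; aggregates quantified by cytometry.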
# IMPase Li inh = membrane-permeable IMPase blocker, potentiated with lithium | CHO-M1 cells, IP1 TR-FRET (IP-One), carbachol + lithium | Potency, µM (top dose mostly 59.4 µM), without a hit: top-dose activity, negative = IMPase inhibition, usual class: inhibitors | hit rate 0.35% among 210,000;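 further: IP1 builds up when IMPase is blocked and the TR-FRET signal falls; plate controls were basal vehicle for no effect and high inhibitor control for full effect; nearly all actives have a fitted effect of over 50% in size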
#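 Lithium-sensitised IP1 accumulation assay; M1-expressing CHO cells treated 30 min at 37C with compound. Competitive antibody detection by time-resolved FRET followed a 10 min room-temperature lysis step.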
# aGlu spleen mod = inhibits or activates alpha-glucosidase in human spleen homogenate; P10253; human spleen homogenate, 4-MU-alpha-glucoside fluorescence; Potency, µM (titrated, usually from 79.9 µM), without a hit: top-dose activity change, negative = inhibition, most hits filed as inhibitors; hit rate 0.006% among 240,000;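 further: 0% = enzyme with vehicle and -100% = no enzyme basal signal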
#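 Human spleen homogenate (1 ug) with 4-methylumbelliferyl-alpha-D-glucopyranoside (1 mM final) in 50 mM citrate/phosphate pH 5.0, 0.01% Tween-20; 40 min at 37 C. Stopped at pH 10; 4-MU fluorescence Ex 365/Em 440 nm; AC50 by Hill fit.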
# Active calls of the source: *; ? = inconclusive; . = not tested or not shown; & = joins results of further samples; [ ] = remark or other dose. Unless noted, the call rests on the fitted dose curve; in most records, active means well fitted curve in the direction sought with a large enough effect; inconclusive means small, poorly fitted or top-dose-only effect, or another doubt; inactive means no such curve, though single readings can be large; an effect the other way counts as inactive or inconclusive. Potency means the concentration at half of the fitted maximal effect. The list is partial; the hit share may differ from the screen's.
# Value order: HTT ATP protect	IMPase Li inh	RGS12 GoLoco inh	GAA inh	GAA glycogen mod	aGlu spleen mod	HTT aggregate
> CC(Oc1ccccc1F)C(=O)NCCN1CCCCC1 (stereo not drawn)
    -21%	2%[38.3 µM]	6%	6%	6%	1%	8%
> CN1C(=O)Cn2c1nc1ccccc12
    1%	-11%[38.3 µM]	8%	-1%	3%	9%	20%
> CC(=O)c1ccc(NC(=O)CSc2nnc(Cn3c(=O)sc4ccccc43)n2C)cc1
    -12%	11%	-9%	?	1%	-8%	0%
> O=C1Nc2ccc(S(=O)(=O)N3CCCC3)c3ccc(S(=O)(=O)N4CCCC4)c1c23
    -15%[10 µM]	8%[38.3 µM]	1%	-32%	-3%	-7%	-28%[9.22 µM]
> C=CCNC(=O)c1ccccc1Cl
    10%	-10%[38.3 µM]	-3%	-11%	3%	4%	18%
> COc1ccc(NC(=O)CSc2nnc(NC(=O)CN3CCOCC3)s2)cc1
    22%[10 µM]	-10%	5%	2%	3%	4%	9%
> COc1ccc(-c2cc(C(F)(F)F)nc(SCCC(=O)NCc3ccco3)n2)cc1
    -9%[10 µM]	30%	6%	-1%	2%	-3%	-15%
> CC(=O)N1CCC(N(CCN2CCOCC2)C(=S)Nc2c(C)cccc2C)CC1
    17%[10 µM]	0%	6%	-4%	0%	2%	1%
> CCC(C)(C)NC(=O)c1ccc(S(=O)(=O)N(C)c2ccccc2OC)cc1
    -24%	-6%[38.3 µM]	3%	2%	6%	7%	-12%
> CCOC(=O)c1c(NC(=O)C2CCN(S(=O)(=O)c3cccs3)CC2)sc(C)c1C
    -9%	-5%[38.3 µM]	12%	-22%	-9%	-2%	-6%
> O=C(Cn1[nH]c(=O)c2ccccc2c1=O)OCC(=O)N(Cc1ccccc1)Cc1ccccc1
    -11%	34%[activator][38.3 µM]	9%	-13%	-9%	-2%	-8%
> Cn1c(=O)n(CC(=O)O)c(=O)c2c1nc1n2CCS1
    -1%	0%[38.3 µM]	10%&-7%	-4%	2%&3%	-2%&1%	-18%
> Cc1ccc(NS(=O)(=O)c2ccc(C(=O)OCC(=O)Nc3cc(C)on3)cc2)cc1
    -5%	13%	-7%	1%	4%	-19%	-13%
> CC1S/C(=N/N=C/c2ccco2)N(Cc2ccc(F)cc2)C1=O (stereo not drawn)
    1%[10 µM]	.	2%	.	-7%	6%	-8%[9.22 µM]
> C=CCNC(=S)N/N=C/c1ccc(-c2cc(Cl)ccc2Cl)o1
    -35%	-13%[38.3 µM]	7%	4%	-4%	-9%	-2%
> O=C(O)c1ccccc1C(=O)c1ccc(Br)s1
    -25%	-27%	38%[activator]	5%	21%	-11%	-3%[9.22 µM]
> CNc1cc(-c2ccccc2C)ncn1
    -55%[inhibitor]	4%	6%	.	.	7%	.
> COc1ccc(/C=C(/NC(=O)c2cccs2)C(=O)NCc2ccco2)cc1OC
    -26%[10 µM]	0%	-2%	10%	11%	1%	-1%[9.22 µM]
> S=C(Nc1ccc2nc(-c3ccccn3)c(-c3ccccn3)nc2c1)N1CCCCCC1
    -13%	3%	6%	-5%	-6%	-1%	34%
> Cc1c(-c2ccccc2)oc2c(C(=O)OCC(=O)Nc3cccc(F)c3)cccc2c1=O
    8%[10 µM]	0%	-40%	-5%	5%	4%	5%
> O=S(=O)(c1ccc(OCC(O)CNC23CC4CC(CC(C4)C2)C3)c(Cl)c1)N1CCOCC1 (stereo not drawn)
    -41%[inhibitor]	15%	1%	?	-6%	-6%	4%
> CCC(=O)NC(Nc1cccc(C)n1)(C(F)(F)F)C(F)(F)F
    7%	15%[38.3 µM]	8%	?	5%	5%	-7%
> [N-]=[N+]=CC(=O)CCCN1C(=O)c2ccccc2C1=O
    -6%[0.074 µM]	-9%[38.3 µM]	8%	-7%	-4%	-3%	5%
> CCOc1ccc(C(=O)Nc2nnc(NC(=S)Nc3ccccc3)s2)cc1
    .	4%	11%	-3%	2%	8%	25%
> Cc1ccn2cc(-c3cccc([N+](=O)[O-])c3)nc2c1
    -34%[10 µM]	8%	10%	4%	-11%	-3%	8%
> CCCN(CC(=O)Nc1cccc(S(N)(=O)=O)c1)CC(=O)Nc1ccc(F)c(F)c1F
    12%[10 µM]	.	6%	.	0%	0%	7%[9.22 µM]
> COc1cccc(N2CC(C(=O)Nc3ccc(C(=O)OC(C)C)cc3)CC2=O)c1 (stereo not drawn)
    1%[0.074 µM]	15%[38.3 µM]	3%	?	-7%	-11%	3%
> COc1ccc(NC(=O)/C(=C\c2ccncc2)NC(=O)c2ccccc2)cc1
    -26%	-6%	1%	-3%	-3%	-2%	-14%
> COc1ccc(N=C2SCC(=O)N2c2ccc(OC)cc2)cc1
    10%	24%[38.3 µM]	24%	-2%	2%	0%	-3%[9.22 µM]
> O=C(CSc1nnc(Cn2c(=O)sc3ccccc32)n1-c1ccccc1)N1CCOCC1
    -1%	.	.	7%	13%	5%	3%
> COc1ccc2[nH]c(C)c(CCN3C(=O)C4CC=CCC4C3=O)c2c1 (stereo not drawn)
    -7%	6%[38.3 µM]	8%	?	-7%	-2%	9%
> O=C(Cn1cnc2ccccc21)N/N=C/c1ccccc1
    -1%[10 µM]	23%	11%	3%	-6%	-3%	-8%
> COc1cc(SC)ccc1C(=O)Nc1nccs1
    -49%[inhibitor][10 µM]	6%	6%	-5%	7%	0%	-11%[9.22 µM]
> COc1ccc2c(C)cc(N3CCCCCC3)nc2c1
    -79%[inhibitor]	9%	-21%	?	9%	6%	12%
> COc1ccc(C(=O)NCC(=O)OCC(=O)N2CCc3ccccc32)cc1
    9%	-4%	2%	5%	-6%	-4%	7%
> NCCCCCc1nnc(SCC(=O)c2ccc(Cl)cc2)o1
    -3%	-12%[38.3 µM]	-2%	0%	-8%	-17%	-3%
> CNC(=O)/C(=C/c1ccc2c(c1)OCO2)NC(=O)c1ccc(Br)cc1
    5%[10 µM]	-9%	-1%	-5%	-4%	-13%	-16%
> c1ccc2c(c1)nc1sccn12
    0%	-4%[38.3 µM]	-8%	-1%	0%	5%	2%
> Cc1ccc(NCN2C(=O)C3CC=C(Cl)CC3C2=O)cc1 (stereo not drawn)
    14%[10 µM]	-7%[38.3 µM]	6%	0%	-6%	7%	0%
> COc1ccc(-c2nnc3c4ccccc4c(C)nn23)cc1S(=O)(=O)N1CCN(CCO)CC1
    -7%[0.074 µM]	4%	22%	10%	1%	3%	3%

# A portion from the list above:
# Value order: HTT ATP protect	IMPase Li inh	RGS12 GoLoco inh	GAA inh	GAA glycogen mod	aGlu spleen mod	HTT aggregate
> c1ccc2c(c1)nc1sccn12
    0%	-4%[38.3 µM]	-8%	-1%	0%	5%	2%
> Cc1ccc(NCN2C(=O)C3CC=C(Cl)CC3C2=O)cc1 (stereo not drawn)
    14%[10 µM]	-7%[38.3 µM]	6%	0%	-6%	7%	0%
> COc1ccc(-c2nnc3c4ccccc4c(C)nn23)cc1S(=O)(=O)N1CCN(CCO)CC1
    -7%[0.074 µM]	4%	22%	10%	1%	3%	3%

# (more compounds)
# Value order: HTT ATP protect	IMPase Li inh	RGS12 GoLoco inh	GAA inh	GAA glycogen mod	aGlu spleen mod	HTT aggregate
> Cc1nn(CCCC(=O)Nc2cnn(Cc3ccc(F)cc3)c2)c(C)c1[N+](=O)[O-]
    24%[10 µM]	.	2%	.	2%	3%	12%[9.22 µM]
> CC(C)[C@H](NC(=O)CNC(=O)OC(C)(C)C)C(=O)N[C@H](C=O)C(C)C
    27%	-11%	3%	.	.	1%	.
> C/C(=N\O)C(=O)NCCCn1ccnc1
    16%[10 µM]	5%	8%	1%	15%	7%	10%
> COc1ccccc1-c1nc(-c2ccc(C)nc2OC)no1
    -21%	6%	1%	-15%	6%	7%	-7%
> Cc1c(C(=O)NCc2ccccn2)sc2nc(-c3ccc(F)cc3)cn12
    23%[10 µM]	21%[38.3 µM]	4%	1%	4%	1%	-12%
> CC(=O)NC(Cc1ccccc1C)C(=O)NC1CCN(c2ncccc2[N+](=O)[O-])CC1 (stereo not drawn)
    33%[10 µM]	1%	1%	6%	1%	-3%	-6%
> COCCNC(=S)NC12CC3CC(CC(C3)C1)C2
    8%	22%[38.3 µM]	9%	-2%	-1%	2%	-20%
> CCOc1ccc2nc(Cl)c(/C=C/C(=O)c3ccco3)cc2c1
    -30%	13%[38.3 µM]	1%	-10%	4%	-3%	?
> COCCNC(=O)c1cc(Br)ccc1Cl
    -6%	23%[38.3 µM]	-7%	2%	-14%	-1%	-3%
> Cc1cccc(-c2c(O)cc(=O)[nH]c2Cl)c1
    -38%[inhibitor]	8%	22%	-9%	-7%	1%	12%
> O=C(c1ccc2c(c1)OCO2)N(Cc1cccs1)C1(C(=O)NC2CCCCC2)CCCCC1
    -11%[10 µM]	19%	0%	-5%	5%	1%	-15%
> Cc1cccn2c(=O)c(C=O)c(N3CCN(c4ccccc4)CC3)nc12
    9%[10 µM]	11%	26%	6%	3%	-2%	7%
> CC1CC/C(=N/Nc2ccccc2)C(=O)N1 (stereo not drawn)
    .	0%	6%	2%	1%	-5%	3%
> COc1ccc(C2C(C(=O)c3ccco3)=C(O)C(=O)N2Cc2cccnc2)cc1OC (stereo not drawn)
    3%	-18%[38.3 µM]	-2%	?	0%	-4%	9%
> COc1cccc(/C=C2\SC(=S)N(C(C(=O)O)c3ccccc3)C2=O)c1OC (stereo not drawn)
    -7%[10 µM]	.	0%	.	7%	-3%	-2%[9.22 µM]
> CSc1ccc(NC(=O)NCc2ccccc2)cc1
    -14%[10 µM]	.	2%	.	9%	0%	5%[9.22 µM]
> CN(C)S(=O)(=O)c1cc(NC(=O)COC(=O)/C=C/c2ccco2)ccc1Cl
    -3%[10 µM]	.	8%	.	3%	1%	-17%[9.22 µM]
> Cc1ccc(S(=O)(=O)NCCC(=O)Nc2ccc(Cl)c(Cl)c2)cc1
    4%[10 µM]	0%	6%	-9%	0%	0%	-12%
> CCOc1ccc(OCCSc2nnnn2C2CCCCC2)cc1
    4%[10 µM]	5%[38.3 µM]	4%	?	-5%	?	-31%
> Cc1csc(NC(=O)CN2CCCCCC2)n1
    -38%	3%[38.3 µM]	-4%	2%	-5%	-11%	-14%
> CC#CCN1c2ccccc2[C@]23C[C@@H](C(=O)OC)N(C(=O)c4cc(C)oc4C)C2=NC(C(=O)OC)=C(C(=O)OC)[C@H]13
    -7%&2%[10 µM]	9%	8%[14.2 µM]	.	-4%	-9%[17.4 µM]	-2%[9.22 µM]
> CCCCC1=CC2=CC(=O)C(C)(OC(=O)CC)C(=O)C2=CN1CCCCO (stereo not drawn)
    7%&-6%[10 µM]	5%	-20%[14.2 µM]	.	6%	-2%[17.4 µM]	17%[9.22 µM]

# Bioassay records (PubChem)
